# Neddyl block – cullin neddylation inhibition; AID 651699; calls only at 25 µM; TR-FRET cullin neddylation, biochemical; 360,000 compounds, 0.58% hits; P61081+Q13564; in the data active = inhibition above about 36%
# TbMetRS inhib – blocks T. brucei methionyl-tRNA synthetase activity; inhibition, % at 11.9 µM; 360,000 compounds, 0.4% hits; AID 624268; purified T. brucei MetRS, ATP depletion, Kinase-Glo luminescence;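 active = inhibition above a per-plate cutoff of the control wells' mean inhibition plus 3 SD, cut at about 5.5% in these data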;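 also: 0% = DMSO wells median and 100% = median of wells with control inhibitor compound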
#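 Test system: purified T. brucei MetRS enzyme. Also added: ATP, methionine and E. coli bulk tRNA substrates. Compound: 11.9 µM single point. Schedule: 15 min enzyme-compound preincubation, 2 h reaction, 10 min detection, 25 °C. Signal: luciferase luminescence of residual ATP, Kinase-Glo. Evaluation: percent inhibition versus plate control medians. Controls: DMSO wells, low control.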
# CSN deneddyl inh – blocks human CSN-mediated cullin deneddylation; Q92905; Purified CSN, SCF-Nedd8-OG deneddylation, fluorescence polarization; inhibition, % at 12.5 µM; 360,000 compounds, 0.38% hits;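 active = pattern-corrected inhibition above about 35%, with an unprinted fluorescence ratio check between 0.5 and 1.5, limit read from the data, passing the limit was not always enough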;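 also: 0% = enzyme with substrate and 100% = substrate without enzyme; some results filed as inactive read as strong as hits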
#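 Assay system: HEK293T-derived human Csn5 enzyme; quantity: 0.24 nM enzyme; medium: Tris/NaCl/DTT buffer, pH 7.5; also added: substrate SCFSkp2-Nedd8OG, 10 nM; doses: 12.5 µM compound; schedule: 90 min reaction at room temperature; signal: FP; read-out: % inhibition of substrate cleavage by Csn5; benchmarks: substrate-only high control, full reaction low control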
# Rin1 Abl inh – inhibitors of human Rin1-Abl protein interaction. 360,000 compounds, 0.4% hits. P00519+Q13671. AID 588664. inhibition, % at 7.35 µM. TR-FRET Rin1/Abl binding, biochemical; in the data active = inhibition above about 5%, passing the limit was not always enough
# PABP1 MLLE inh – blocks PAM2 peptide binding to the PABP1 MLLE domain; P11940; GST-MLLE / FITC-PAM2 fluorescence polarization; inhibition, % at 20 µM; 360,000 compounds, 0.36% hits; AID 588489; in the data active = inhibition above about 35%, passing the limit was not always enough;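 also: plate controls were DMSO wells with GST-MLLE for no effect and wells lacking GST-MLLE protein for full effect; some results filed as inactive read as strong as hits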
# MsrA inh – bovine MsrA inhibition; purified bovine MsrA, absorbance read-out; inhibition, % at 15.5 µM; 360,000 compounds, 0.75% hits; in the data active = inhibition above about 4.5%;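 also: 0% = vehicle wells with enzyme and 100% = reference inhibitor wells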
# FAS TE block – blocks the thioesterase domain of human fatty acid synthase | AID 602261 | P49327 | inhibition, % at 15 µM | 360,000 compounds, 0.67% hits | recombinant FAS-TE, OMFH fluorogenic substrate, fluorescence endpoint;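 active = compounds whose normalised, plate-corrected inhibition of enzyme fluorescence in the single-dose primary screen is 50% or more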;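 also: 0% = DMSO with enzyme and 100% = substrate without enzyme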
# MsrA act – activators of bovine methionine sulfoxide reductase A; purified bovine MsrA, absorbance read-out; activation, % at 10.6 µM; 360,000 compounds, 0.3% hits; AID 602163; in the data active = activation above about 7.5%;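 also: 0% = vehicle and 100% = reference activator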
# eLon inh – inhibits E. coli Lon protease. P0A9M0. purified E. coli Lon protease, fluorescence polarization. inhibition, % at 7.94 µM. 360,000 compounds, 0.42% hits; in the data active = inhibition above about 13%, passing the limit was not always enough;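 also: 0% = enzyme with probe and DMSO and 100% = no enzyme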
# Target sequence (P0A9M0 whole entry, looked up): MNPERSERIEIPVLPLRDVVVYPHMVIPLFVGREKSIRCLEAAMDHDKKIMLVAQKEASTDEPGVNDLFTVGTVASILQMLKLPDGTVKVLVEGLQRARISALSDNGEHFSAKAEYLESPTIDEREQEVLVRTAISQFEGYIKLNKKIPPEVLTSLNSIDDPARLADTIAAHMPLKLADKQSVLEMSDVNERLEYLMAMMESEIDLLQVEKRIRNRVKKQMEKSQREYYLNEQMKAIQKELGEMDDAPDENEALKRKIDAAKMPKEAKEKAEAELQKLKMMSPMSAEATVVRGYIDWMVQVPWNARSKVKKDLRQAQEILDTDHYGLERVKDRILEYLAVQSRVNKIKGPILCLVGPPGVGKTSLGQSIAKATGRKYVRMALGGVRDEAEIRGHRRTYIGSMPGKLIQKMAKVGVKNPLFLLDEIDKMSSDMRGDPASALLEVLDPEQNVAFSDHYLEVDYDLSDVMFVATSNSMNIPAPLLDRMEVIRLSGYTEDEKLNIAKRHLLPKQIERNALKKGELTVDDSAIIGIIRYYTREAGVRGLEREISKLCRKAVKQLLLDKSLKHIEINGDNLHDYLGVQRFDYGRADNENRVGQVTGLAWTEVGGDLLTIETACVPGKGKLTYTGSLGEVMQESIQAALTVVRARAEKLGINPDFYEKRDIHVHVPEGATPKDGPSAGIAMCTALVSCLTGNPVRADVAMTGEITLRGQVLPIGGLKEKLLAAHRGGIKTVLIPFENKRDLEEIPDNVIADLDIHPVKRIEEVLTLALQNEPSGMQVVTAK
# The depositor's hits bear a star; i = inactive; . = no result given; + = active, no number. The list is partial (hit frequency here may not be typical).
compound,TbMetRS inhib,Rin1 Abl inh,MsrA inh,CSN deneddyl inh,FAS TE block,Neddyl block,PABP1 MLLE inh,eLon inh,MsrA act
COCOC1CCC2C3CCC4=CC(=O)CCC4=C3C=CC12C (configuration not stated),0.0,3.4,0.1,4.1,-3.1,i,8.2,0.3,-1.2
Cc1nnc2ccc(-c3cccc(C(F)(F)F)c3)nn12,-0.8,-1.8,-0.7,-0.5,0.7,.,7.3,-4.5,-2.2
CCOc1ccc(-c2cc(C)[n+](CCO)c(-c3ccc(OCC)cc3)c2)cc1,-0.4,0.2,1.9,1.3,-2.6,.,7.8,-2.1,-4.6
CN(C)C1(CNC(=O)Cc2ccccc2F)CCCCC1,-0.6,1.4,-0.6,0.0,-4.2,i,3.0,10.7,-2.3
C[C@]12CCC3C(CC[C@H]4C[C@@H](O)CC[C@]34C)C1C[C@@H](O)C2=O (some centres not stated),0.3,0.0,-0.6,3.6,-6.0,i,3.8,-4.4,-1.5
COC(=O)C(O)(c1ccc(NC(=S)NC(=O)c2ccc(Cl)cc2Cl)cc1)C(F)(F)F (configuration not stated),0.0,0.5,0.9,1.8,18.3,i,23.1,1.5,3.9
Cc1cc(N(CCCl)CCCl)ccc1C=NNC(=O)Cc1cc(=O)oc2cc(O)ccc12,0.5,-1.4,3.5,-0.9,-1.0,.,-1.1,-6.6,-11.2
COc1ccc(-c2nn(CCC#N)cc2C(=O)Nc2ccccc2)cc1OC,-0.6,-0.3,0.1,-1.0,-3.4,i,0.0,-16.4,-3.5
O=C1CCN(C(=O)CCCn2c(=O)oc3ccccc32)CC1,0.3,-4.9,-0.5,-4.0,-6.0,i,2.6,-4.6,-1.3
CS(=O)(=O)c1ccc(C2=C(CNC(=O)c3ccc([N+](=O)[O-])cc3)[C@H]3CC[C@@H](C2)N3CCOc2ccccc2)cc1,0.7,-5.1,-0.7,2.8,26.7,i,9.0,-3.2,-2.3
C[C@]12CCC3C(CC[C@@H]4CC(=O)CC[C@]34C)C1CC[C@@H]2O (some centres not stated),-0.3,0.9,0.2,0.1,-3.9,i,3.0,-3.0,-1.3
CC[C@H]1C2C[C@H]3[C@@H]4N(C)c5ccccc5C45C[C@H](C2[C@H]5O)N3[C@@H]1O (some centres not stated),-0.7,1.6,1.1,0.4,-1.7,i,-8.2,-3.0,0.9
CC1CN(O)C2CCc3c(no[n+]3[O-])C12O (configuration not stated),-0.3,0.9,-0.7,0.6,-5.1,i,4.5,-0.6,0.6
COC(=O)C1=C(c2cccc(OC)c2OC)C[C@@H]2CC[C@H]1N2C(=O)NCCCOC(C)C,-0.1,-1.9,1.6,-2.9,-7.2,i,1.2,-10.1,-3.4
c1ccc2c3c([nH]c2c1)CNCC3,0.2,0.7,1.8,1.4,-5.0,i,-9.4,-1.6,2.2
CC1SC2(CN3CCC2CC3)NC1=O (configuration not stated),-1.2,-2.3,-1.1,1.0,-11.1,i,17.4,1.8,-9.7
COC(=O)C1=C(c2ccc(OC(F)(F)F)cc2)C[C@@H]2CC[C@H]1N2C(=O)NCCc1ccccc1,-0.3,1.2,0.2,-2.7,24.1,i,1.1,-6.2,3.3
O=C1C2CCN(CC2)[C@@H]1Cc1ccc2ccccc2c1O,-0.9,0.0,0.3,2.6,-3.3,i,-1.9,-12.0,0.5
COc1ccc2c(CN3CC=C(c4ccccc4)CC3)cc(=O)oc2c1,-0.8,2.7,0.6,8.6,-2.8,+,-17.1,5.9,-0.7
Cc1ccc(/C=C2\C(=O)NC(=S)N(c3ccc(F)cc3)C2=O)s1,-0.5,-4.7,0.9,4.5,-2.6,i,10.2,-5.1,-1.9
C[N+](C)(C)Cc1ccccc1,0.1,-0.1,1.7,-0.4,-4.1,i,0.2,5.5,-0.5
COC(=O)C12CCc3cc(OC)ccc3C1=CC(=O)C2 (configuration not stated),-0.1,-5.2,3.4,-5.2,-4.4,.,5.4,-7.0,-2.7
FC(F)(F)c1cccc(NC2=NCCS2)c1,-0.2,3.4,-0.8,-1.9,-7.4,i,-20.0,12.7,-3.6
O=c1[nH]c(=S)n(-c2ccc(Br)cc2)c(O)c1C=Nc1ccc(N2CCOCC2)cc1,1.0,-2.3,0.1,-4.1,-76.8,i,107.7,-48.4,-1.7
Cc1cc(C(=O)OCC(=O)Nc2ccccc2F)c(C)n1C1CC1,-0.5,1.6,1.1,-0.9,4.7,i,-7.0,10.0,-0.8

# Quoted at random: 2 entries already listed
compound,TbMetRS inhib,Rin1 Abl inh,MsrA inh,CSN deneddyl inh,FAS TE block,Neddyl block,PABP1 MLLE inh,eLon inh,MsrA act
CN(C)C1(CNC(=O)Cc2ccccc2F)CCCCC1,-0.6,1.4,-0.6,0.0,-4.2,i,3.0,10.7,-2.3
O=C1C2CCN(CC2)[C@@H]1Cc1ccc2ccccc2c1O,-0.9,0.0,0.3,2.6,-3.3,i,-1.9,-12.0,0.5

# New compounds follow
compound,TbMetRS inhib,Rin1 Abl inh,MsrA inh,CSN deneddyl inh,FAS TE block,Neddyl block,PABP1 MLLE inh,eLon inh,MsrA act
COC(=O)C1=C(c2ccc(F)cc2F)C[C@@H]2CC[C@H]1N2C(=O)N1CCCC1,-0.4,0.2,-0.8,0.4,-8.5,i,5.1,7.1,-2.1
CC1CN(C)C(C)(C)CC1(O)c1ccccc1 (configuration not stated),0.2,5.5,0.0,1.3,-10.9,i,-4.5,-4.7,-2.0
COC[C@]12CN(C)C3C4[C@H](OC)[C@H]1C3([C@@H](OC)C[C@H]2O)[C@@H]1C[C@@]2(O)[C@H](OC(=O)c3ccccc3)[C@@H]1[C@]4(OC(C)=O)[C@@H](O)[C@@H]2OC,0.1,2.2,.,1.5,-3.0,i,-15.1,-2.2,-7.7
Cn1c(O)c(/C=C2\C=Nc3ccc(Br)cc32)c(=O)n(C)c1=O,-1.3,-0.2,-0.2,8.1,-0.7,i,16.6,-7.0,-11.0
C[C@]1(O)CC[C@H]2[C@@H]3CCC4=CC(=O)CC[C@]4(C)[C@@]3(F)[C@@H](O)C[C@@]21C,-1.5,-0.2,-0.5,1.8,-3.8,i,5.0,-8.5,-10.3
O=C(NC1CN2CCC1CC2)c1ccc(-c2ccc([N+](=O)[O-])cc2)o1 (configuration not stated),0.0,-7.4,1.4,-9.6,14.7,i,31.5,6.9,-8.3
CCOC(=O)/C(CCCN(CC)CC)=N\O,-0.3,0.4,1.2,-3.9,-4.4,i,-123.2,-9.2,-4.6
N#Cc1ccc(NC(=O)CN2C(=O)NC3(CCCC3)C2=O)cc1Cl,2.1,-0.3,-2.0,1.1,19.7,i,-3.9,-1.9,-2.5
CC1CCCN(C(=O)CCl)C1 (configuration not stated),-0.1,4.2,-1.2,5.4,-4.7,i,2.0,-1.8,-4.1
CCSc1nnc([C@@H](N)Cc2ccccc2)o1,0.1,-1.1,-1.7,-0.1,-8.4,i,-3.0,-2.0,-2.6
CCN(CC)C(=O)COc1cc(C)cc2oc(=O)c3c(c12)CCCC3,-1.3,-3.0,0.8,-6.1,2.5,.,7.2,-6.1,-9.1
CC(Cc1ccc(O)cc1)NCC(O)c1ccc(O)c(O)c1 (configuration not stated),0.2,14.3*,0.5,18.4,1.0,i,2.0,-0.5,-5.9
O=c1[nH]c2ccccc2n1C1CCN(C(c2ccccc2OC(F)(F)F)c2nnnn2-c2ccc3c(c2)OCCO3)CC1 (configuration not stated),-0.4,6.6,1.2,-0.8,82.6*,i,5.4,-2.9,-1.9
COc1ccc(C(=O)O)cc1OC,-0.3,-3.3,0.4,2.8,-5.9,i,0.1,-8.6,-0.9
COc1cc(/C=C(/C)[N+](=O)[O-])ccc1OCc1ccccc1Cl,-0.3,1.3,.,20.8,9.3,i,18.3,6.3,-6.2
COc1ccc(C(C)=O)cc1CN1CC=C(c2ccccc2)CC1,-0.1,0.1,.,-1.7,-2.3,i,-97.6,3.7,-0.5
Cc1cc(Cl)ccc1OCC(=O)O,-0.2,1.8,-1.1,11.8,-0.6,i,-13.8,-7.7,-0.1
O=C(COc1ccc2ccccc2c1)N1CCN(Cc2c[nH]c3ccccc23)CC1,0.2,3.1,-0.2,1.8,3.7,i,-7.8,-3.1,-3.7
CC/C(=N\NC(=O)c1ccccc1O)c1c(O)n(Cc2ccccc2)c(=O)[nH]c1=O,-0.2,-0.3,2.5,17.0,23.7,i,5.4,-105.0,-2.5
Cc1cc2c(C(F)(F)F)cc(=O)oc2c2c1NCCC2,-0.2,2.1,1.1,-8.6,-19.9,i,40.7,65.2*,-3.5
N#CSCC(=O)N1c2ccccc2CCc2ccccc21,-0.9,-0.5,0.1,-1.8,-14.8,i,25.3,1.0,-9.0
CN1CCN(C(=O)COc2ccc(S(=O)(=O)NC3CCCCC3)cc2Cl)CC1,0.2,-3.9,0.9,2.5,-3.4,i,6.8,-9.3,-3.6
C=CC1CN2CCC1CC2C(O)c1ccnc2ccccc12 (configuration not stated),-2.7,-4.1,-1.3,7.5,-8.0,i,-9.9,4.0,-8.1
CC1OC(OC2C(O)CC(OC3C(O)CC(OC4CCC5(C)C(CCC6C5CCC5(C)C(C7=CC(=O)OC7)C(O)CC65O)C4)OC3C)OC2C)CC(O)C1O (configuration not stated),-0.1,-0.2,-0.5,-3.5,-4.9,i,-3.4,-12.4,-2.4
COC(=O)C1=C(c2ccccc2OCc2ccccc2)C[C@@H]2CC[C@H]1N2C(=O)NCCc1ccc(F)cc1,0.0,-2.4,0.3,1.5,18.1,i,8.3,9.2,-9.2
COc1ccc(-n2c(-c3ccccc3)nc3ccccc3c2=O)cc1,-0.5,-1.1,1.6,2.3,0.4,i,-9.2,0.9,-1.2
C=C(C)CSc1nnc([C@@H](N)Cc2ccccc2)o1,-0.3,2.3,0.4,4.5,-5.0,i,-50.9,4.8,-2.5
Cc1ncoc1C(=O)NCC1=C(c2ccc3ccccc3c2)C[C@@H]2CC[C@H]1N2Cc1ccco1,-0.6,-5.4,0.1,-0.7,-7.3,i,-8.3,0.9,-0.4
COC(=O)[C@]12OC[C@]34C([C@@H](O)[C@@H]1O)[C@]1(C)CC(=O)C(O)=C(C)[C@@H]1C[C@H]3OC(=O)[C@H](O)[C@@H]24 (some centres not stated),-0.3,3.8,1.1,-1.5,-11.1,i,5.5,8.5,-9.7
O=[N+]([O-])c1c(Cl)c(Cl)c(Cl)c(Cl)c1Cl,-0.4,2.1,0.1,3.0,15.7,i,-7.5,-4.0,-2.7
C/C(=N\N1CCCCCC1)c1c(O)n(C2CCCCC2)c(=O)[nH]c1=O,-0.6,1.0,0.3,2.6,12.3,i,0.6,0.5,0.8
CC(C)Sc1nnc([C@@H](N)Cc2ccccc2)o1,-0.9,-0.8,2.0,-1.2,-8.8,i,-8.9,2.0,-9.6
COC1=CC(=O)OC(CCc2ccc3c(c2)OCO3)C1 (configuration not stated),0.7,1.1,0.1,-4.3,2.3,i,-4.6,-8.3,-1.5
Cc1ccc(C(O)(c2ccc(C)c(C)c2)C2CN3CCC2CC3)cc1C (configuration not stated),-0.6,3.5,-1.2,-0.5,-4.2,i,12.0,7.0,-4.8
COc1ccc(CCn2c(O)c(/C=N/N3CCOCC3)c(=O)[nH]c2=O)cc1OC,-0.3,-2.9,0.9,-3.9,1.2,i,11.7,1.7,-4.2
